Yeast superoxide – lowers age-related superoxide in aged yeast cells | superoxide response (% of plate mean), % at 10 µM | actives 0.18% (n = 330,000) | AID 2690 | S. cerevisiae aged cells, superoxide DHE fluorescence; hits give low values;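 active = superoxide response under a set limit, about three screen SD below normal, cut at about 65% in these data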;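 also: yeast aged for seven days with compound at 30 °C before DHE staining; 100% = average MFI of all compound-treated wells on the plate with controls excluded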
AHR activator – activates the human aryl hydrocarbon receptor. actives 2.5% (n = 320,000). P35869. AHR-responsive luciferase reporter cells, luminescence. activation, % at 5 µM; in the data active = activation above about 47%;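 also: 0% = vehicle wells and 100% = reference agonist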
Target sequence (P35869 whole entry, looked up): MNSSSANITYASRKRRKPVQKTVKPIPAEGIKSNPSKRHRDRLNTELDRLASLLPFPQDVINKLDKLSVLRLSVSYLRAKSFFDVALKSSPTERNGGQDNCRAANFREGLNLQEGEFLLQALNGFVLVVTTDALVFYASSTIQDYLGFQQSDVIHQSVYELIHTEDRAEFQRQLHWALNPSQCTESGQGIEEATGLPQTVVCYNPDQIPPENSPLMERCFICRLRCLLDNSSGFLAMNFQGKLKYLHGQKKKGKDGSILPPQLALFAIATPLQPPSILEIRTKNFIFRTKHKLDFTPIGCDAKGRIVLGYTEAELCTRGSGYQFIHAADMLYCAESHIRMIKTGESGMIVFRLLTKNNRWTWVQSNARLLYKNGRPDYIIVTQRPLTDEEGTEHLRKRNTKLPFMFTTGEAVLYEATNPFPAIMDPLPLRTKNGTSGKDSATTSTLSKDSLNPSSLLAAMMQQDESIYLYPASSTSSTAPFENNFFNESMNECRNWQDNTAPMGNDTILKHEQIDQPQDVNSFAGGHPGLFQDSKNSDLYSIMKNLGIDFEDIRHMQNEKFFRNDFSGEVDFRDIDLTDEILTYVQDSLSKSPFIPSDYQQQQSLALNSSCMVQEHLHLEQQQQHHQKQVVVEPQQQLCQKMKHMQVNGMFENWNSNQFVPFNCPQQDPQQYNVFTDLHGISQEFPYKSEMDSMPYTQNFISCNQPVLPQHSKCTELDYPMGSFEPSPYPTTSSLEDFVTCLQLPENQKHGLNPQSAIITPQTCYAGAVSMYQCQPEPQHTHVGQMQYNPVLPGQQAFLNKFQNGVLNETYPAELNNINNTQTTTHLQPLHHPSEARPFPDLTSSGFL
LAP4-GFP MLPCN – alters LAP4-GFP fluorescence in TOR pathway yeast screen; S. cerevisiae LAP4-GFP multiplex, flow cytometry GFP, 3 h; median GFP as percent of DMSO wells; GFP response vs DMSO, % at 10 µM; actives 0.34% (n = 320,000); AID 2023;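 active = GFP response vs DMSO above a set limit, about the screen mean plus 3 SD, cut at about 150% in these data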
AGP1 TOR yeast – modulators of TOR pathway AGP1-GFP in S. cerevisiae | GFP response vs DMSO, % at 10 µM | S. cerevisiae AGP1-GFP multiplex flow cytometry, 3 h; GFP as percent of DMSO wells | actives 0.02% (n = 320,000);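 active = GFP response relative to DMSO above a set limit, near screen average plus 3 SD, cut at about 150% in these data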;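 also: median GFP channel fluorescence of the gated AGP1 strain per well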
RPL19A TOR yeast – modulators of TOR pathway RPL19A-GFP in S. cerevisiae; percent response vs DMSO, % at 10 µM; S. cerevisiae RPL19A-GFP strain, flow cytometry, 3 h; hits give low values; actives 0.3% (n = 330,000);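 active = percent response vs DMSO below 50%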;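 also: median channel GFP fluorescence of the barcoded RPL19A-GFP strain; ratio of sample median GFP to plate DMSO average so 100% = DMSO; lower means less RPL19A-GFP as with rapamycin TOR inhibition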
MEP2-GFP yeast – yeast TOR pathway MEP2-GFP modulation. S. cerevisiae MEP2-GFP strain, flow cytometry GFP, 3 h; 100% = DMSO control level. GFP response vs DMSO, % at 10 µM. actives 0.51% (n = 330,000). AID 2016;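 active = GFP response versus DMSO above a set limit, roughly screen mean plus 3 SD, cut at about 180% in these data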;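 also: median GFP fluorescence of the barcode-gated MEP2-GFP cells per well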
CIT2-GFP yeast – modulators of TOR pathway CIT2-GFP in S. cerevisiae; S. cerevisiae CIT2-GFP strain, flow cytometry, 3 h; 100 means same as DMSO wells; GFP response vs DMSO, % at 10 µM; actives 0.065% (n = 320,000); AID 2029;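 active = GFP response relative to DMSO above a set limit, near the screen mean plus 3 SD, cut at about 150% in these data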;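 also: ratio of well median GFP fluorescence to mean of DMSO wells on the plate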
Efflux pump mplx – inhibitors of Candida antifungal efflux pumps expressed in yeast | actives 0.44% (n = 330,000) | inhibition, % at 10 µM | S. cerevisiae Candida pump triplex, Nile Red efflux;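 active = plate passing quality check with inhibition over a set limit, or well fluorescence over plate mean plus 4 SD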;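 also: Nile Red retained in pooled yeast measured as flow cytometry median fluorescence; 0% = buffer negative control and 100% = Enniatin B positive control; higher means more Nile Red kept so more efflux inhibition; some compounds called inactive have numbers as strong as hits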
* hit, by the source's call; nt = not tested or not shown; & = joins results of further samples. Rows are unselected; about 3.9% have a hit in one of these screens.

Results follow in this order: Yeast superoxide | AHR activator | LAP4-GFP MLPCN | AGP1 TOR yeast | RPL19A TOR yeast | MEP2-GFP yeast | CIT2-GFP yeast | Efflux pump mplx
CC1=C(C(=O)OCc2ccccc2)C(c2ccco2)C2=C(CC(C)(C)CC2=O)N1 (stereo not drawn)
    92 | 7 | 84 | 91 | 93 | 88 | 88 | -0.1
CCOC(=O)Cn1c(=O)oc2cc(S(=O)(=O)NCC3CCCO3)ccc21 (stereo not drawn)
    90 | 1 | 97 | 102 | 105 | 99 | 106 | 0.1
CC1(C)CC(=O)C(C=Nc2cccnc2/N=C/C2=C(O)CC(C)(C)CC2=O)=C(O)C1
    108 | 4 | 97 | 99 | 99 | 102 | 99 | -0.1
c1ccc(CCn2nnc3ccccc32)cc1
    94 | 17 | 107 | 104 | 103 | 103 | 108 | 0.0
Cc1ccc(-c2cc(Cc3ccccc3)c(=O)[nH]n2)cc1
    99 | 5 | 99 | 94 | 95 | 83 | 85 | 0.3
COc1cccc(C2(C)NC(=O)N(CC(=O)c3cc(C)n(C4CC4)c3C)C2=O)c1 (stereo not drawn)
    102 | -1 | 88 | 90 | 91 | 94 | 90 | 0.1
COC(=O)c1sc(SC)nc1N
    88 | 5 | 105 | 99 | 94 | 100 | 95 | -0.2
Nc1ccc2c(c1)CCC2=O
    107 | -2 | 103 | 106 | 101 | 106 | 99 | 0.1
Clc1nc2ccccc2cc1-c1nnn(-c2ccccc2Br)n1
    96 | 17 | 112 | 92 | 101 | 92 | 103 | -0.2
Cc1ccc(S(=O)(=O)N2CC(O)CC2C(=O)OCC(=O)Nc2ccc([N+](=O)[O-])cc2C(F)(F)F)cc1C (stereo not drawn)
    103 | 0 | 108 | 107 | 99 | 105 | 102 | -0.2
Fc1ccc(-c2n[nH]c(=S)n2/N=C/c2c[nH]c3ccccc23)cc1
    115 | 32 | 95 | 105 | 102 | 103 | 106 | 0.1
O=C(OCC(=O)N1CCCCC1)c1ccc2ccccc2n1
    111 | 7 | 101 | 97 | 97 | 102 | 99 | 0.0
Cc1cc(-c2csc(N)n2)c(C)n1Cc1ccco1
    94 | 3 | 100 | 93 | 93 | 99 | 92 | 0.0
O=C1CCCc2c1cnc1ncnn21
    104 | -3 | 98 | 91 | 92 | 107 | 91 | 0.1
CCOc1ccc(/C(O)=C2\C(=O)C(=O)N(CCOCCO)C2c2ccccc2OC)cc1 (stereo not drawn)
    91 | 1 | 111 | nt | 102 | 104 | 108 | 0.0
COc1ccc(C2Nc3ccccc3C(=O)N2NC(C)=O)c(OC)c1 (stereo not drawn)
    90 | 0 | 97 | 94 | 101 | 109 | 102 | 0.0
COc1ccc2nc(N3CCCC(C(=O)NCCc4ccc(OC)c(OC)c4)C3)sc2c1 (stereo not drawn)
    109 | 11 | 99 | 105 | 99 | 92 | 103 | -0.1
COCCSc1ccccc1C(=O)Nc1ccccc1C#N
    100 | 1 | 91 | 94 | 95 | 96 | 101 | 0.0
CCC(C)NC(=S)N1CCN(C)CC1 (stereo not drawn)
    108 | 0 | 98 | 102 | 93 | 92 | 97 | 0.0
CCOC(=O)CSc1snnc1C
    98 | 0 | 95 | 112 | 103 | 113 | 106 | 0.1
CCCCCOC(=O)Cn1c(N2CCOCC2)nc2c1c(=O)[nH]c(=O)n2C
    111 | 14 | 120 | 112 | 115 | 125 | 105 | 0.2
NNC(=O)c1nnn(-c2nonc2N)c1-c1cccs1
    114 | 10 | 101 | 99 | 93 | 98 | 94 | 0.0
COc1ccccc1CNC(=O)COC(=O)c1ccc(C)s1
    115 | 0 | 95 | 95 | 94 | 98 | 95 | -0.1
COc1ccc(-c2cc(C(=O)N3CCc4ccccc4C3)no2)cc1
    101 | -5 | 122 | 99 | 89 | 90 | 78 | 0.0
Cc1cc(C)c2cc(C(O)c3nnnn3Cc3ccccc3)c(=O)[nH]c2c1 (stereo not drawn)
    95 | 4 | 94 | 102 | 96 | 100 | 100 | -0.2
COc1cc(C2C(C#N)=C(N)Oc3c2oc(CO)cc3=O)cc(OC)c1OC (stereo not drawn)
    89 | 0 | 86 | 97 | 97 | 95 | nt | -0.1
NS(=O)(=O)c1ccc(NS(=O)(=O)c2ccc(C3CNC(=O)C3)cc2)cc1 (stereo not drawn)
    102 | 0 | 102 | 105 | 103 | 108 | 108 | 0.0
O=C(CCc1nnc(CCCCc2ccccc2)o1)NCCn1cccn1
    75 | 2 | 94 | 103 | 102 | 109 | 106 | 0.0
CCOC(=O)N/N=C(\C)c1cccs1
    107 | 5 | 100 | 93 | 96 | 103 | 102 | 0.0
Cc1ccc(C(=O)NC2CC(C)(C)NC(C)(C)C2)c(C)c1
    102 | -3 | 91 | 93 | 89 | 93 | 90 | 0.0
O=C(NNS(=O)(=O)c1ccc(F)cc1)c1ccc(S(=O)(=O)N2CCCCC2)cc1
    104 | -5 | 116 | 104 | 108 | 155 | 111 | -0.6
CC(=O)OC1c2c(ccc3ccc(=O)oc23)OC(C)(C)C1OC(=O)CC(C)C (stereo not drawn)
    86 | 1 | 101 | 92 | 100 | 100 | 91 | 0.3
CC(C)(C)n1nnnc1C(c1cccs1)N(Cc1ccccc1)Cc1ccco1 (stereo not drawn)
    103 | 0 | 102 | 105 | 102 | 102 | 102 | 0.2
CCC(C)N(C(=O)CSc1ncnc2c1cnn2-c1ccccc1)C1CCS(=O)(=O)C1 (stereo not drawn)
    89 | 14 | 115 | 100 | 97 | 101 | 101 | -0.1
Cc1ccc(-c2cn3c(=O)cc(C)[nH]c3n2)cc1
    111 | -3 | 112 | nt | 100 | 101 | 100 | 0.2
COc1ccc2nc3oc(C(=O)NCCCOC(C)C)cc3cc2c1
    101 | 6 | 105 | 91 | 103 | 99 | 95 | 0.0
COc1cccc(NC(=O)COC(=O)C2C3CC4OC(=O)C2C4C3)c1 (stereo not drawn)
    101 | 2 | 93 | 81 | 90 | 86 | 99 | -0.4
CN1C(=O)C(O)(C2CCCCCC2=O)c2ccccc21 (stereo not drawn)
    82 | 0 | 103 | 98 | 96 | 97 | 97 | -0.1
O=C(Nc1ccc(S(=O)(=O)N2CCOCC2)cc1)C1CCN(S(=O)(=O)c2ccc(F)cc2)CC1
    101 | 1 | 104 | 104 | 97 | 98 | 94 | -0.1
Cn1c2ccccc2c(=O)c2c(O)cccc21
    100 | 11 | 96 | 97 | 95 | 93 | nt | 0.0
Cc1ccc(SCc2ccc(C(=O)N3CCCC3)cc2)cc1
    72 | 0 | 113 | 90 | 93 | 97 | 96 | -0.2
Cc1ccc(-n2c(O)c(/C=C3/C(c4ccccc4)=Nc4ccccc43)c(=O)[nH]c2=O)cc1
    81 | 23 | 87 | 91 | 105 | 100 | 101 | -0.2
CC(C)NC(=O)NC(=O)COc1c(F)c(F)cc(F)c1F
    125 | -4 | 88 | 106 | 100 | 109 | 108 | -0.1
O=C(COc1ccccc1)Nc1ccc(S(=O)(=O)N2CCOCC2)cc1
    93 | 0 | 103 | 108 | 100 | 105 | 106 | 0.0
O=C(c1ccc(S(=O)(=O)N2CCOCC2)cc1)N1CCN=C1SCc1cccnc1
    104 | 4 | 88 | 94 | 93 | 99 | 93 | 0.1
Cc1cc(C)cc(NC2=NCC(=O)N2Cc2ccccc2)c1
    98 | 24 | 83 | 112 | 93 | 115 | 100 | -0.2
C=CCn1c(COc2ccc(F)cc2)nnc1SC(C)C(=O)NCC1CCCO1 (stereo not drawn)
    74 | -1 | 103 | 100 | 99 | 103 | 101 | -0.1
N#Cc1nc(-c2ccccc2Cl)oc1NCC1CCCO1 (stereo not drawn)
    96 | 10 | 98 | 98 | 97 | 99 | 99 | -0.1
C=CCNc1nc(-c2ccccn2)nnc1-c1ccccc1
    82 | 8 | 93 | 95 | 94 | 87 | 81 | 0.1
CNC(=O)c1cc2ncc(C(F)(F)F)cc2s1
    101 | 15 | 101 | 98 | 94 | 97 | nt | -0.2

Further compounds:
Results follow in this order: Yeast superoxide | AHR activator | LAP4-GFP MLPCN | AGP1 TOR yeast | RPL19A TOR yeast | MEP2-GFP yeast | CIT2-GFP yeast | Efflux pump mplx
Cn1c(N)c(C(=O)COC(=O)/C=C/c2ccccc2Cl)c(=O)n(C)c1=O
    79 | 0 | 99 | 107 | 100 | 100 | 97 | -0.3
C=CCn1c(C)cc(-c2csc(NCC)n2)c1C
    109 | 2 | 116 | 102 | 84 | 98 | 84 | 0.8
CCOC(=O)N1CCN(C(=O)c2ccc3c(c2)NC(=O)/C(=C\c2cccc(C)c2)S3)CC1
    114 | -5 | 101 | 99 | 99 | 96 | 94 | 0.2
CCOCCCNC(=O)c1ccc(CS(=O)(=O)Cc2ccc(C)cc2)o1
    118 | 26 | 103 | 100 | 100 | 105 | 106 | -0.1
COc1ccc2oc(C(=O)OCC(=O)c3ccc4c(c3)OCCO4)c(C)c2c1
    92 | 2 | 105 | 99 | 96 | 100 | 93 | 0.2
COC(=O)c1cc(S(=O)(=O)NCC2CCN(Cc3cc(C)ccc3C)CC2)cn1C
    98 | -3 | 91 | 101 | 101 | 98 | 98 | -0.1
Cc1nc(N2CCN(S(=O)(=O)c3cccc4nonc34)CC2)c2c3c(sc2n1)CCCC3
    102 | -1 | 96 | 100 | 97 | 100 | 100 | 0.1
Cc1cc(N)n(-c2nc3ccccc3s2)n1
    87 | 19 | 94 | 76 | 96 | 97 | 107 | 0.0
O=C(COc1ccc(-n2cnnn2)cc1)N1CCN(c2ccc(F)cc2)CC1
    104 | -3 | 91 | 100 | 96 | 99 | 106 | -0.1
OC(COc1cccc(OCC(O)CN2CCOCC2)c1)CN1CCOCC1 (stereo not drawn)
    95&93 | -2&3 | 112&90 | 97&96 | 107&97 | 103&92 | 99&88 | 0.1&0.3

Profiles from above.
Profile of Cn1c(N)c(C(=O)COC(=O)/C=C/c2ccccc2Cl)c(=O)n(C)c1=O = Yeast superoxide = 79; AHR activator = 0; LAP4-GFP MLPCN = 99; AGP1 TOR yeast = 107; RPL19A TOR yeast = 100; MEP2-GFP yeast = 100; CIT2-GFP yeast = 97; Efflux pump mplx = -0.3
Profile of CCOC(=O)N1CCN(C(=O)c2ccc3c(c2)NC(=O)/C(=C\c2cccc(C)c2)S3)CC1 = Yeast superoxide = 114; AHR activator = -5; LAP4-GFP MLPCN = 101; AGP1 TOR yeast = 99; RPL19A TOR yeast = 99; MEP2-GFP yeast = 96; CIT2-GFP yeast = 94; Efflux pump mplx = 0.2

Next results
Results follow in this order: Yeast superoxide | AHR activator | LAP4-GFP MLPCN | AGP1 TOR yeast | RPL19A TOR yeast | MEP2-GFP yeast | CIT2-GFP yeast | Efflux pump mplx
COc1ccccc1-c1nc(SCC(=O)N2CCC(C(N)=O)CC2)n[nH]1
    110 | 26 | 99 | 93 | 100 | 96 | 92 | -0.1
c1ccc(Oc2cccc(OCCCCSc3ncccn3)c2)cc1
    90 | -2 | 102 | 96 | 99 | 96 | 101 | 0.0
CCOC(=O)N1CCN(C(=O)CSc2nc3c([nH]c4ccccc43)c(=O)n2CC)CC1
    90 | 101* | 128 | 111 | 98 | 108 | 107 | 0.0
COC(=O)c1ccc(OC(=O)c2cnccn2)cc1
    95 | -4 | 95 | 97 | 103 | 106 | 107 | 0.1
CCOC(=O)Cc1cc(C)[nH]c1C(=O)OCC
    108 | 0 | 102 | 102 | 94 | 98 | 94 | 0.2
C=C(C)CNC(=S)N/N=C\c1ccc2c(c1)OCO2
    83 | 82* | 119 | 104 | 101 | 99 | 97 | -0.1
CN(Cc1ccccc1)c1nc2c(c(=O)[nH]c(=O)n2C)n1C
    105 | 1 | 101 | 97 | 98 | 102 | 90 | -0.1
Cc1ccc(C)c(OCC(=O)NNC(=O)c2ccc(=O)[nH]c2)c1
    91 | 2 | 97 | 102 | 103 | 105 | 99 | -0.1
O=C(NCCCO)C(=O)NCc1ccncc1
    89 | 4 | 89 | 97 | 101 | 95 | 97 | -0.2
COc1ccccc1C(=O)NCCNC(=O)c1ccco1
    101 | -6 | 92 | 99 | 101 | 100 | nt | 0.2

High-throughput results deposited in PubChem by several laboratories.
